KOR beta-arrestin-1 = KOR antagonists, beta-arrestin recruitment, cell-based, luminescence, uHTS (AID 1778); Kappa-type opioid receptor (Homo sapiens); KOR beta-arrestin recruitment, luminescence, antagonist mode; higher % means a stronger effect; inhibition, % at 10 µM; hits with a dose series show IC50 in µM; actives 0.091% (n = 290,000); in the data active means inhibition above about 50%; further: strong numbers were not always called active
GPR35 arrestin U2OS = GPR35 antagonists blocking zaprinast-driven arrestin recruitment, primary screen, imaging, U2OS, beta-arrestin-GFP, zaprinast agonist (AID 2058); inhibition, % at 10 µM, or IC50 in µM where a hit was titrated; U2OS GPR35 beta-arrestin-GFP translocation imaging, zaprinast antagonism; higher % means a stronger effect; actives 0.052% (n = 290,000); G-protein coupled receptor 35 (Homo sapiens);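 active means inhibition of at least 50% with at least 30 cells and total cytoplasm GFP at most 10,000,000; inconclusive means under 30 cells or total GFP of 10,000,000 plus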
K1F lysis inhibition = inhibition of K1F phage lysis, E. coli UTI89, bacterial capsule biogenesis inhibitors, alamar blue (AID 488966). E. coli UTI89 K1F phage lysis, alamar blue, 2 h; higher % means a stronger effect. inhibition, % at 100 µM; hits with a dose series show IC50 in µM. actives 0.02% (n = 340,000);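 active means phage lysis inhibition, versus mean bacterial control, above a set limit; inconclusive means no clear call, values can overlap the other calls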;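 further: capsule biogenesis inhibitors block K1F phage lysis so surviving cells raise fluorescence; higher fluorescence means more inhibition of phage lysis; actives were called in the ten point dose series up to 300 µM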
KOR beta-arrestin-2 = KOR agonists, beta-arrestin recruitment, primary screen, cell-based, luminescence, uHTS (AID 1777); KOR beta-arrestin recruitment, luminescence; higher % means a stronger effect; activation, % at 10 µM, or EC50 in µM where a hit was titrated; actives 0.02% (n = 280,000); in the data active means activation above about 50%, passing the limit was not always enough; further: a part of the inactive calls stands beside numbers as strong as those of hits
NOD1 NF-kB reporter = NOD1 signaling inhibitors, primary screen, cell-based, luminescence, uHTS (AID 1578). one-dose inhibition, % at 4 µM; EC50 in µM for titrated hits. NOD1-driven NF-kB luciferase reporter cells, luminescence; higher % means a stronger effect. actives 1% (n = 290,000); in the data active means inhibition mostly above about 36%, no sharp cut-off; inactive means mostly below about 34%;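 further: HEK-293T reporter cells stimulated with the NOD1 agonist gamma-tri-DAP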
NTR1 ag = agonists of NTR1, primary screen, imaging, U2OS cells, beta-arrestin-GFP, high content (AID 493036) | Neurotensin receptor type 1 (Homo sapiens), P30989 | NTR1-U2OS beta-arrestin-GFP spot imaging, agonist mode | activation, % at 20 µM | actives 0.17% (n = 330,000);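 active means activation at or above 40% of the spot to cytoplasm intensity ratio, with at least 20 cells analyzed; inconclusive means wells under 20 cells, flagged as cytotoxic or low count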;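 further: 0% = DMSO without peptide and 100% = 100 nM NTR1 peptide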
Target sequence (P30989 whole entry, looked up): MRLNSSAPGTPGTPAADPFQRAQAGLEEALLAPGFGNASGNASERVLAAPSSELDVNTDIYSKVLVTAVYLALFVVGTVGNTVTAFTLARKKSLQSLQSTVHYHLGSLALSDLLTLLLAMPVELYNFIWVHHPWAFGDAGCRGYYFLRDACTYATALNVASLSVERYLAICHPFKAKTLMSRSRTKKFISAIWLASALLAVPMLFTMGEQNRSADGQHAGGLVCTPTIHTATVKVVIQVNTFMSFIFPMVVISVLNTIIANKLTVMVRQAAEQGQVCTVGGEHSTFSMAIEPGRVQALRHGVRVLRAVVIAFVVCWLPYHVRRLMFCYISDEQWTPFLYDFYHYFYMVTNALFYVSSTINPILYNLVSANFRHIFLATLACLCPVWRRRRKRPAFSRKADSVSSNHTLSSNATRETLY
GPR55 LPI antagonism = GPR55 antagonists blocking LPI-driven arrestin recruitment, primary screen, imaging, U2OS, beta-arrestin-GFP, LPI agonist (AID 2013) | actives 0.13% (n = 290,000) | inhibition, % at 10 µM, or IC50 in µM where a hit was titrated | U2OS GPR55 beta-arrestin-GFP translocation imaging, LPI antagonism; higher % means a stronger effect | G-protein coupled receptor 55 (Homo sapiens);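 active means spots per cell inhibited over 60%, with over 100 cells counted and total cytoplasm intensity under 500,000; inconclusive means wells with under 100 cells, flagged as likely toxic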;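 further: U2OS cells stably carrying GPR55 and arrestin-GFP stimulated by 5 µM LPI near EC80; imaged beta-arrestin-GFP aggregate spots per cell after agonist stimulation; plate controls were LPI-stimulated DMSO wells for no effect and DMSO wells without LPI for full effect; some results filed as inactive read as strong as hits; confirmed hits need IC50 under 10 µM and bright autofluorescent wells are also inconclusive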
Rac1 GTP hydrolysis = MgcRacGAP GTPase-activating activity inhibitors, confirmation, biochemical, ADP Hunter fluorescence; MgcRacGAP-stimulated Rac1 GTP hydrolysis, ADP Hunter fluorescence; higher % means a stronger effect; GST-tagged Rac1 F28L mutant substrate; inhibition, % at 30 µM; hits with a dose series show IC50 in µM; actives 0.6% (n = 340,000);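 active means first-screen hits whose inhibition reached a set limit at any dose in the follow-up dose series; inconclusive means inhibition above the set first-screen limit but never retested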;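 further: fluorescence reports GDP produced by GAP-driven GTP hydrolysis; strong numbers were not always called active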
GPR55 activation = GPR55 agonists via beta-arrestin recruitment, primary screen, imaging, U2OS cells, beta-arrestin-GFP redistribution (AID 1961). U2OS GPR55 beta-arrestin-GFP redistribution imaging; higher % means a stronger effect. activation, % at 10 µM, or EC50 in µM where a hit was titrated. G-protein coupled receptor 55 (Homo sapiens). actives 0.048% (n = 290,000);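 active means activation above 40% with more than 50 cells counted in the well; inconclusive means wells holding fewer than 50 cells, flagged as toxic or sparse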;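 further: U2OS osteosarcoma cells stably expressing GPR55 and beta-arrestin-GFP; plate controls were DMSO negative control for no effect and LPI positive control for full effect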
NTR1 ag cell count 20 µM = also measured in NTR1 ag; calls as there; cell count; measured here: cell count, cytotoxicity flag
* hit, by the source's call; ? = inconclusive; / = no result given; [ ] = dose if it differs, or a comment. A portion of the library. The share of hits here may be higher or lower than overall.

SMILES | KOR beta-arrestin-1 | GPR35 arrestin U2OS | K1F lysis inhibition | KOR beta-arrestin-2 | NOD1 NF-kB reporter | NTR1 ag | NTR1 ag cell count 20 µM | GPR55 LPI antagonism | Rac1 GTP hydrolysis | GPR55 activation
CC(C)C[C@H](NC(=O)N1CCn2c1nc1ccccc12)C(=O)NC1CCCCC1 | / | 7% | 0.0% | / | 8% | 1.0 | 61 | 16% | 13% | -0.2%
COC(=O)CCC(=O)OC1(C)C(=O)C=C2C=C(C3CC3)N(CCN3CCOCC3)C=C2C1=O (stereo not drawn) | 9% | -7% | 0.6% | -2.6% | -6% | 0.0 | 93 | 9% | 9% | -0.1%
CCOCc1nnc(NC(=O)c2cc(C(=O)OC)cc([N+](=O)[O-])c2)s1 | -12%[20 µM] | 6% | 4.5% | -3.3% | -11% | 0.5 | 46 | 1% | -2% | -0.1%
Cc1ccc(NC(=O)Cc2ccc(F)cc2)cc1 | -15% | -8% | 3.1% | 6.3% | -41% | 0.5 | 64 | 1% | 7% | 0.0%
COC(=O)c1cc(S(=O)(=O)NCc2ccccc2)cn1C | 17%[20 µM] | 3% | -1.8% | -3.6% | -11% | 1.9 | 62 | -7% | -4% | -0.3%
Cc1cccc(NC(=O)CSc2nc3c([nH]c4ccccc43)c(=O)n2C)c1 | -21% | -21% | -1.2% | 0.4% | -23% | 0.5 | 39 | 8% | 14% | -0.1%
C=CCNC(=S)NNC(=O)c1cccn(Cc2ccc(Cl)cc2Cl)c1=O | -22% | 11% | -0.1% | 2.1% | 10% | 1.8 | 74 | 18% | -11% | -0.1%
N#C/C(=C(/O)c1cccs1)c1nnc2n1CCCCC2 | -4% | -3% | 0.4% | 5.4% | -19% | -0.1 | 76 | 7% | 9% | 0.0%
O=C(NCc1ccccn1)C1CC(c2ccccc2O)=NO1 (stereo not drawn) | -17%[20 µM] | -7% | 0.8% | -4.6% | -35% | 1.0 | 51 | -25% | 1% | -0.3%
CCN(CC)C(=O)CN(C#N)c1nc(Cl)nc(N(C)C)n1 | 12%[20 µM] | -1% | 0.1% | -3.7% | -28% | -0.3 | 46 | 6% | 6% | 0.0%
O=C(COC(=O)c1cc([N+](=O)[O-])ccc1N1CCOCC1)NCCc1ccccc1 | -15% | 2% | -0.3% | 3.6% | -9% | -0.6 | 56 | 11% | 7% | -0.2%
COc1ccc(-c2cnnc(N/N=C/c3ccc(O)c(OC)c3)n2)cc1 | -26% | 0% | -0.8% | -6.3% | -1% | 3.9 | 43 | 0% | 29% | 0.3%
COc1ccccc1NC(=O)CCCN1C(=O)C2CC=CCC2C1=O (stereo not drawn) | -1% | 6% | 0.5%[50 µM] | -4.9% | -28% | 0.9 | 72 | -2% | 6% | 0.0%
Cc1ccc(NC(=S)NC2CCSc3ccccc32)cc1C (stereo not drawn) | -4% | -2% | 0.3% | 6.2% | 18% | 3.6 | 60 | -4% | -3% | -0.2%
O=c1c([N+](=O)[O-])c(O)c2cccc3c2n1CCC3 | 3% | -10% | -0.3% | 0.8% | -6% | -0.9 | 110 | -8% | / | -0.1%
Cc1csc(NC(=O)c2ccco2)n1 | 13% | 8% | -0.1% | -4.5% | -20% | -0.6 | 33 | -5% | 11% | -0.1%
CC(=O)Nc1ccc(S(=O)(=O)Nc2ccc(C)c([N+](=O)[O-])c2)cc1 | -16% | -15% | -0.3% | -5.1% | 2% | 1.1 | 44 | 20% | 9% | -0.3%
Cc1ncc(C[n+]2csc(C)c2C)c(N)n1 | -19% | 6% | -4.1% | 5.5% | -34% | -1.0 | 45 | -1% | 8% | 0.1%
O=C(c1ccc2ccccc2n1)N1CCN(c2ccccc2)CC1 | 19% | 2% | 0.5% | -4.9% | -14% | 0.6 | 39 | 11% | 10% | -0.2%
COC(=O)C1=C(CS(=O)(=O)c2ccc(Cl)cc2)NC(=O)NC1c1ccc(O)cc1 (stereo not drawn) | -40% | 9% | 0.1% | 0.2% | 30% | 0.1 | 45 | -13% | 2% | -0.1%
COc1ccc(C(C#N)c2ccc(Cl)nn2)cc1 (stereo not drawn) | -1% | 9% | / | -5.5% | -30% | 1.1 | 93 | 8% | / | 0.1%
CC(=O)c1csc(-c2ccccc2)n1 | 15%[20 µM] | 8% | 0.1% | -3.9% | -34% | 0.2 | 41 | -10% | 2% | -0.1%
COc1ccccc1CNC(=O)COC(=O)c1n[nH]c2ccccc12 | -28% | -12% | -0.3% | -1.9% | -21% | 0.4 | 42 | -6% | 9% | -0.1%
O=C(N/N=C/c1ccccc1OCC(=O)N1CCCC1)C(=O)Nc1ccccc1F | -15% | 7% | 1.9%[50 µM] | 2.3% | -5% | 1.0 | 91 | 0% | 9% | 0.9%
CC(C)NC(=O)C(=O)NC1CCCCCC1 | 23% | -6% | 0.1% | -1.8% | -14% | 1.0 | 56 | 9% | 8% | -0.1%
CCN(CC)CCOC(=O)c1ccc(NC(=O)CCNC(=O)Cn2ccc3ccccc3c2=O)cc1 | 10% | -12% | 2.9% | -2.5% | -10% | 1.5 | 53 | 2% | 3% | -0.1%
COc1ccccc1N1CCN(C(=O)c2c(C)noc2C)CC1 | -4% | -6% | 0.5% | -2.5% | -3% | 1.6 | 68 | 10% | 7% | ?
O=[N+]([O-])c1ccc(/C=N/n2c(CO)nc3ccccc32)s1 | -18% | -1% | 2.1% | -1.0% | 22% | 1.5 | 47 | 12% | 5% | -0.1%
Cc1ccc2oc(C(=O)NCc3ncc(C)[nH]3)c(C)c2c1 | -46% | 8% | 0.0% | 9.2% | -33% | 1.2 | 67 | -18% | 15% | -0.1%
CC(C)(C)C(=O)O/N=C1\CCS(=O)(=O)c2sccc21 | 23%[20 µM] | 14% | 0.2% | -0.5% | -13% | -0.5 | 38 | 4% | 10% | -0.1%
C=C(Cl)COc1cc(C)cc2oc(=O)cc(CC)c12 | 20% | 1% | 3.7% | 2.6% | 6% | 2.6 | 66 | 4% | -1% | -0.1%
CCOC(=O)C1CCN(Cc2c(F)cccc2Cl)CC1 | -34% | 17% | 9.7% | 0.4% | 1% | -0.2 | 53 | 10% | 18% | 0.2%
COc1nc(Nc2ccc([N+](=O)[O-])cc2)nc(NC(C)C)n1 | 1% | -5% | 0.1% | 5.9% | -8% | 1.9 | 79 | 1% | 8% | 0.1%
CC(C)Oc1ccc(S(=O)(=O)N2CCCCC2)cc1NC(=O)CN1C(=O)NC(C)(c2ccccc2)C1=O (stereo not drawn) | -19% | -6% | 0.4% | 0.5% | -19% | 1.6 | 59 | 11% | 11% | -0.1%
COc1ccc(CC(=O)NCC(=O)N/N=C/c2ccc(C)o2)cc1 | 17% | 8% | 2.4% | -4.8% | -50% | -0.2 | 58 | 8% | 15% | 0.2%
O=C(Nc1ccc2[nH]c3c(c2c1)CCCC3)c1ccco1 | -36% | 3% | -0.2% | -0.6% | 1% | 1.5 | 47 | -3% | 16% | -0.1%
CCOc1cc(S(=O)(=O)NCc2cccnc2)c(C)cc1C | 0% | 8% | -0.1% | -0.1% | -30% | -1.5 | 66 | 10% | 5% | -0.2%
CC(=O)c1cccc(N=Nc2c(-c3ccccc3)[nH]n(-c3ccccc3)c2=O)c1 | -22%[20 µM] | 4% | 2.2% | / | 2% | 1.5 | 101 | -2% | 2% | -0.1%
CCN(CC)C(=O)c1sc(NC(=O)c2ccc3c(c2)OCO3)c(C(N)=O)c1C | -2% | 12% | 0.7%[50 µM] | 4.7% | -40% | -0.8 | 41 | -18% | 6% | -0.1%
Cc1cc(N2C(=O)C(O)=C(C(=O)c3ccco3)C2c2cccc(O)c2)no1 (stereo not drawn) | -55% | 1% | 0.3% | -2.7% | -25% | 0.5 | 61 | 0% | 12% | 0.3%
c1ccc(-c2ncc(CN3CCN(c4ccccn4)CC3)[nH]2)cc1 | 8% | 3% | 1.0% | / | 0% | 1.3 | 42 | 5% | 7% | 0.2%
Cc1ccc(S(=O)(=O)c2nc(-c3ccccc3F)oc2N2CC(C)OC(C)C2)cc1 (stereo not drawn) | 1% | 4% | -0.1% | 5.0% | -20% | 1.9 | 60 | 7% | 14% | -0.1%
CC(C)C[C@H](NC(=O)N1CC(=O)Nc2ccccc21)C(=O)N1CCC(C(=O)O)CC1 | -14% | -10% | 0.1% | -1.0% | -20% | 0.0 | 59 | 16% | 9% | -0.1%
CC1CN(C(=S)NC2CCCC2)CC(C)O1 (stereo not drawn) | -16% | -10% | -0.7%[50 µM] | 2.8% | 0% | -0.6 | 91 | 23% | 6% | -0.1%
NC(N)=NN=C1CCCCCCCCCCC1 | -32% | 18% | 3.2% | 3.3% | -1% | 26 | 38 | 3% | 6% | 0.2%
O=C(Cc1ccc(Cl)cc1Cl)Nc1ccncc1 | -31% | 9% | -0.1% | 1.3% | 43% | 1.2 | 69 | 3% | 2% | 0.7%
Cc1cc(N2C(=O)C3C4C=CC(C4)C3C2=O)no1 (stereo not drawn) | 16% | -2% | 1.1% | 1.3% | -16% | -0.7 | 71 | 1% | 6% | -0.1%
O=C(c1cccs1)N1CCC(N2CCN(c3ccccc3)CC2)CC1 | -106% | -5% | 2.6% | 3.6% | 28% | -0.1 | 66 | 4% | 18% | -0.2%
O=C(Nc1cccc(F)c1)c1ccc(-c2ccccc2C(F)(F)F)o1 | -27% | -13% | / | 3.5% | -15% | / | / | -5% | / | -0.3%
O=C(Nc1ccc(-c2csc(Nc3ccc(Cl)cc3)n2)cc1)c1cc([N+](=O)[O-])cc(C(F)(F)F)c1 | 10% | 2% | -0.1% | -0.6% | -9% | 17 | 99 | 5% | -2% | -0.1%
CC1Cc2ccccc2N1C(=O)C1CCCN(S(=O)(=O)c2cccc3cccnc23)C1 (stereo not drawn) | -20% | 2% | 4.0% | -4.7% | 1% | -2.8 | 64 | -3% | 8% | -0.1%
CCc1c(C)nc(SCCOc2ccc(OC)cc2)[nH]c1=O | 24% | -12% | -0.5% | -5.3% | -6% | -1.5 | 90 | 7% | 0% | 0.4%

Screening results deposited in PubChem BioAssay by several laboratories.
